AddAB inh: less growth of phage-infected E. coli with AddAB; AID 435030; E. coli expressing H. pylori AddAB, absorbance growth; actives 0.29% (n = 330,000); inhibition, % at 11.9 µM; in the data active means inhibition above about 12%;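 further: 0% = vehicle wells of infected cells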
phage Ecoli inh: E. coli growth loss with phage present; growth absorbance; inhibition, % at 11.9 µM; actives 0.26% (n = 360,000); AID 651602; in the data active means inhibition above about 11%
Wnt bcat act: activators of Wnt/beta-catenin signaling; activation, % at 9.35 µM; actives 1.2% (n = 300,000); Wnt/beta-catenin reporter cell assay, activator, plate reader; in the data active means activation above about 30%, passing the limit was not always enough;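 further: 0% = neutral control wells and 100% = positive control wells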
Rtt109 HAT inh: C. albicans Rtt109 histone acetyltransferase inhibition | Q5AAJ8 | purified Rtt109/Vps75, ThioGlo CoA-SH fluorescence, 4 h | inhibition, % at 34.9 µM | actives 0.16% (n = 330,000) | AID 540336;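 active means inhibition of at least 50% in every replicate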
Target sequence (Q5AAJ8 whole entry, looked up): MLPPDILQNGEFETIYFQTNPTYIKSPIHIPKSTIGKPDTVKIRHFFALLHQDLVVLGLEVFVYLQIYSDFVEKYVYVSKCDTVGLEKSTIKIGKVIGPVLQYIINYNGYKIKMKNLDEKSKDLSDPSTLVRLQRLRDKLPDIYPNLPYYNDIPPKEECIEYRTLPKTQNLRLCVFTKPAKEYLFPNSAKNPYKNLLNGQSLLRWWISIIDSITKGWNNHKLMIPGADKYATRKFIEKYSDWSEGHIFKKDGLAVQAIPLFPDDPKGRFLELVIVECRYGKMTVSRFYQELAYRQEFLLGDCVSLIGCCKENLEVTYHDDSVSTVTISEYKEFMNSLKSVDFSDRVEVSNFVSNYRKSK
PfHsp90 set2: inhibits growth of yeast expressing Plasmodium falciparum Hsp90; inhibition, % at 9.4 µM; S. cerevisiae expressing PfHsp90, BacTiter-Glo ATP, 48 h; yeast lacking PDR1 and PDR3 efflux regulators; actives 0.32% (n = 310,000);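 active means every replicate shows inhibition above about 80%, whatever the replicate mean, limit read from the data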;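 further: 0% = DMSO neutral controls and 100% = 20 µM radicicol positive controls; yeast relying on Plasmodium falciparum Hsp90 in place of its own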
PvdQ acylase: P. aeruginosa PvdQ acylase inhibition. purified PvdQ acylase, fluorescence plate reader. inhibition, % at 10 µM. actives 0.063% (n = 340,000). AID 488965; in the data active means inhibition above about 30%, passing the limit was not always enough;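 further: 0% = vehicle neutral wells and 100% = reference inhibitor wells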
CAL PDZ inh: blocks peptide binding to human CAL PDZ domain | Q9HD26 | purified CAL PDZ, TMR-peptide fluorescence polarization, 1 h | inhibition, % at 20 µM | actives 0.02% (n = 330,000) | AID 504414;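 active means highest replicate inhibition of at least 40%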;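 further: plate controls were DMSO neutral control wells for no effect and unlabeled competitor peptide control wells for full effect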
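Assay system – tagged CAL PDZ protein CerCALP, purified · Timing – 1 h at RT · Compound – single point, 20 µM · Measured by – fluorescence polarization from S- and P-plane intensities, G-factor corrected · Evaluation – inhibition from polarization loss · Probe or stimulus – TMR reporter peptide T*-PRC34 · Buffer or medium – pH 7.4 phosphate-saline buffer, reducing agent, detergent, IgG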
Tat transport: E. coli Tat transport inhibition | E. coli MC4100 TorA-mCherry Tat export, fluorescence | inhibition, % at 10 µM | actives 0.036% (n = 340,000) | AID 488895;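 active means mean replicate inhibition at least 50% and at least half of replicates individually reaching 50%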;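 further: exported cargo escapes ClpAP degradation while cytoplasmic cargo is degraded and loses fluorescence; 0% = median of neutral control wells and 100% = median of NaSCN control wells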
Ecoli viability: counter-screen for AddAB inhibitors: E. coli growth inhibition | E. coli V3065 growth, OD600 absorbance, 18 h | AID 449728 | inhibition, % at 11.9 µM | actives 0.27% (n = 330,000);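 active means inhibition above the campaign's mean inhibition across all tested compounds plus 3 SD, cut at about 9.9% in these data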;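 further: uninfected addAB+ strain grown without phage in ampicillin broth; 0% = DMSO wells and 100% = ciprofloxacin 0.95 µg/ml wells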
DAGLB inh: diacylglycerol lipase beta (human) inhibition. Q8NCG7. HEK293T DAGLB membrane lysate, EnzChek fluorogenic substrate. inhibition, % at 5.17 µM. actives 0.059% (n = 340,000); in the data active means inhibition above about 34%;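 further: 0% = enzyme with vehicle and 100% = wells lacking enzyme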
Target sequence (Q8NCG7 whole entry, looked up): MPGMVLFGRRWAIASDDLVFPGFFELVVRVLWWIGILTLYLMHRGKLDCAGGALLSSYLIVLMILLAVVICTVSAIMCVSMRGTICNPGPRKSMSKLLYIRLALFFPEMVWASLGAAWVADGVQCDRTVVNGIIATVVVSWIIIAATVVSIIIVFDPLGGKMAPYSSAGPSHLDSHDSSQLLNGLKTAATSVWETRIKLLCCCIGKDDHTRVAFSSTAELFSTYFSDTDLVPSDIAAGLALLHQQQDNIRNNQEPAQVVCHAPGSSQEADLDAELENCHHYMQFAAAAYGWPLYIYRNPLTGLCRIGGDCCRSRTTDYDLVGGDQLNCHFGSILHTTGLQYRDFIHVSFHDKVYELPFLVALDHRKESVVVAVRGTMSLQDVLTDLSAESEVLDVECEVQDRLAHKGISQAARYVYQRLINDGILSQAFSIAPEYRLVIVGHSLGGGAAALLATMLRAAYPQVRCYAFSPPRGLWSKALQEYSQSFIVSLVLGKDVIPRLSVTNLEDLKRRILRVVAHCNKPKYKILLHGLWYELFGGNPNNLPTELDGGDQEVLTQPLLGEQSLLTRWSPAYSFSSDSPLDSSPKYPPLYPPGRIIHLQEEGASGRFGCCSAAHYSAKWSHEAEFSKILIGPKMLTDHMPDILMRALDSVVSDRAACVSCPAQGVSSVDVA
* = called active by the depositor; . = not tested or not shown; & = joins results of further samples; ! = not active in a repeat.

Each structure is followed by: AddAB inh	phage Ecoli inh	Wnt bcat act	Rtt109 HAT inh	PfHsp90 set2	PvdQ acylase	CAL PDZ inh	Tat transport	Ecoli viability	DAGLB inh
- O=C1C=C(c2ccc3cc[nH]c3c2)C[C@@H](c2ccc3c(c2)OCO3)C1
  3.2	.	.	-5	-31	-16	-1.5	-2	1.1	-2
- CN(c1ccc(C(=O)Nc2cccnc2)cc1)S(C)(=O)=O
  2.9	1.9	-1	-2	-16	-4	0.6	4	0.6	2
- COC(=O)C1=C(C)N(Cc2ccccc2)C(=O)N[C@H]1c1ccc(Br)cc1
  -2.1	3.7	-6	-2	-34	-15	-0.6	17	-1.3	1
- CCOc1cc(/C=C2\SC(=N)N(c3nonc3N)C2=O)ccc1OCCN1CCOCC1
  -0.1	0.5	13	0	16	-27	-4.4	-2	0.3	4
- CC(C)CCNC(=O)NC(=O)COC(=O)CNC(=O)C1CCCCC1
  3.5	2.8	-1	3	-33	-7	-1.1	5	3.0	1
- COc1ccc(C)cc1S(=O)(=O)N(CC(=O)O)c1ccc(C)cc1
  5.1	0.7	3	1	5	4	1.2	-2	0.8	-1
- CC(C)C(OC(=O)C1=Cc2ccccc2OC1)C(=O)NCC1CCCO1 (configuration not stated)
  .	0.2	36*	-2	11	6	-3.0	3	.	5
- c1ccc(OCCOCCN2CCc3ccccc3C2)cc1
  -0.6	3.3	-5	2	5	-3	-0.6	-7	-3.0	-3
- O=C(NC1CCCc2ccccc21)C1CCCO1 (configuration not stated)
  0.2	.	-2	1	10	-4	.	-1	1.9	2
- O=C1OCCN1CCN(CN1C(=O)CCC1=O)CN1C(=O)CCC1=O
  0.7	3.4	0	.	.	-3	-2.0	6	0.0	2

Carrying on:
Each structure is followed by: AddAB inh	phage Ecoli inh	Wnt bcat act	Rtt109 HAT inh	PfHsp90 set2	PvdQ acylase	CAL PDZ inh	Tat transport	Ecoli viability	DAGLB inh
- O=C(Cc1cccc(NC(=O)C2CCCN(C(=O)C3CCCCC3)C2)c1)Nc1ccc(C(=O)N2CCCCC2)cc1 (configuration not stated)
  .	3.3	-3	8	0	-12	-2.8	9	.	0
- Cc1sc2nc(CSCC(=O)N(CCC#N)c3ccccc3F)[nH]c(=O)c2c1C
  .	4.0	0	-6	26	-17	-2.2	-10	.	0
- COc1ccc(Cn2c(=O)[nH]c3cc(C(=O)N4CCN(Cc5ccccc5)CC4)ccc3c2=O)cc1
  2.9	0.7	-2	26	6	-5	-0.9	-7	-0.2	0
- Cc1ccc(S(=O)(=O)n2cccc2CO)cc1
  3.7	-1.0	-4	-2	-9	-9	-0.6	-1	-2.3	-2
- COc1cccc(NC(=O)C(C)(C)C)c1
  2.4	3.9	0	1	-7	6	0.0	-2	0.9	-3
- CC1CCN(C(=O)Cn2c(=O)n(-c3ccc(F)cc3)c(=O)c3sccc32)CC1
  1.1	1.2	0	-4	0	-14	0.7	-3	1.8	1
- Cc1cccc(NC(=O)c2ccc(Cl)c(S(=O)(=O)N3CCCC3)c2)n1
  5.0	0.6	10	0	-14	-13	-2.7	1	3.0	0
- Cc1cccc(OCC(=O)N2CCN(c3nnc(-c4ccccc4)c4ccccc34)CC2)c1
  -3.1	1.9	-5	3	-21	-10	-1.5	12	-1.8	-5
- COc1cccc(NC(=O)COC(=O)C2=NN(c3ccccc3)C(=O)CC2)c1
  0.0	2.6	-1	0	19	-12	0.2	-1	0.2	2
- O=C1c2ccccc2S(=O)(=O)c2cc(C(=O)N3CCN(c4ccccc4)CC3)ccc21
  1.9	-0.6	-4	1	4	-10	0.6	7	-0.1	3

Other entries
Each structure is followed by: AddAB inh	phage Ecoli inh	Wnt bcat act	Rtt109 HAT inh	PfHsp90 set2	PvdQ acylase	CAL PDZ inh	Tat transport	Ecoli viability	DAGLB inh
- OC1(CNCc2cn[nH]c2-c2cc3ccccc3o2)CCCCC1
  2.8	2.0	0	1	17	-4	-1.9	-4	2.0	1
- Cc1ccc(CN2CC(C(=O)N3CCN(S(=O)(=O)c4c(F)cccc4F)CC3)CC2=O)cc1 (configuration not stated)
  1.7	2.1	-3	4	16	-7	-2.2	0	2.7	1
- Cc1ccc(C)c(NC(=O)CSc2nnc(CNC(=O)c3ccco3)n2C)c1
  1.1	-0.8	-2	-5	-11	-3	-1.0	1	-0.8	1
- NCCc1cnc[nH]1
  1.3&-3.5	13*!	-2&-5	0&4	-20&11	5&8	-0.3&0.5	-5&-9	1.0&0.4	0&-1
- Cc1ccc(N2C(=O)c3ccc(N)cc3C2=O)cc1C
  3.9	2.9	.	-14	.	-3	-1.5	5	0.0	-1
- Cc1c(NC(=O)[C@@H](NC(=O)c2ccc(Cl)c([N+](=O)[O-])c2)C(C)C)c(=O)n(-c2ccccc2)n1C
  1.1	1.5	-3	1	5	12	-1.2	-4	1.9	0
- O=C(OCc1nc2scc(-c3ccccc3)c2c(=O)[nH]1)c1cccc([N+](=O)[O-])c1
  3.9	-0.2	-1	-5	-2	9	-0.4	-6	2.1	5
- CCCOc1nc(SCCC)nc2c1cnn2-c1ccccc1
  -1.3	0.0	2	-4	-7	-15	0.2	-8	-0.2	-9
- COc1ccc(Cc2nnc(SCC(=O)c3cccc([N+](=O)[O-])c3)n2C)cc1
  1.0	3.4	-1	-2	-1	-9	0.0	2	-0.4	2
- CC1=CCC2C(=O)N(C(C)c3ccccc3)C(=O)C2C1 (configuration not stated)
  -0.3	4.8	.	-2	1	-7	-2.4	-6	-1.5	-1

More records follow:
Each structure is followed by: AddAB inh	phage Ecoli inh	Wnt bcat act	Rtt109 HAT inh	PfHsp90 set2	PvdQ acylase	CAL PDZ inh	Tat transport	Ecoli viability	DAGLB inh
- O=c1oc(-c2cc3ccccc3o2)nc2sc3c(c12)CCCC3
  1.4	2.2	15	7	3	-25	-1.2	-10	1.6	-1
- Cn1c(=O)c2[nH]c(NN=Cc3ccccc3)nc2n(C)c1=O
  .	3.0	3	0	28	-2	1.3	5	.	-1
- Cn1c(=O)c2c(nc(CN3CCc4ccccc4C3)n2Cc2ccccc2)n(C)c1=O
  -0.7	0.9	.	-4	11	10	-1.0	6	1.5	-3
- O=C(COc1ccc(S(=O)(=O)N2CCOCC2)cc1)NC1CCCC1
  0.4	5.0	.	-1	-19	-20	-0.8	-2	-1.9	1
- CCn1c(C)cc(C=C2C(=O)c3ccccc3C2=O)c1C
  .	3.4	9	3	-11	-9	-1.7	-3	.	-16
- Cc1ccc(OCC(=O)Nc2ccc3c(c2)OCCO3)cc1C
  3.3	3.3	-3	13	-21	2	-1.1	-2	0.5	-22
- COc1ccc(N2CCN(C(=O)CCCn3c(=O)[nH]c4ccsc4c3=O)CC2)cc1
  -0.9	3.3	-2	-5	9	-26	0.3	16	0.3	4
- Cc1cc(OCC(=O)NNC(=O)c2cccc(F)c2)ccc1Cl
  -1.0	0.0	2	-2	.	-20	-4.5	-5	2.6	0
- O=C(NNS(=O)(=O)c1ccccc1[N+](=O)[O-])c1cccc(Cl)c1
  2.4	3.5	0	0	-14	-14	-1.4	-2	-1.8	-2
- CC(=O)O/N=C(\N)Cc1ccc(-c2csnn2)cc1
  1.3	-0.1	-1	-2	-6	8	1.3	0	0.8	-2

Additional records.
Each structure is followed by: AddAB inh	phage Ecoli inh	Wnt bcat act	Rtt109 HAT inh	PfHsp90 set2	PvdQ acylase	CAL PDZ inh	Tat transport	Ecoli viability	DAGLB inh
- CC(=O)c1cc2c(cc1NC(=O)Cc1ccsc1)OCO2
  1.5	2.8	2	-2	-59	-15	-0.9	-22	-2.5	0
- Cc1ccc(N2CCN(S(=O)(=O)c3c(C)nc4scc(C)n4c3=O)CC2)c(C)c1
  2.3	0.6	-1	22	14	7	0.0	3	3.9	-3
- O=C(COc1ccccc1[N+](=O)[O-])Nc1cccc(S(=O)(=O)NC2=NCCCCC2)c1
  -0.6	3.7	-1	25	11	2	-2.0	-4	-0.2	-2
- CCOC(=O)C1CCN(C(=O)CCCn2c(=O)c3cccn3c3cccnc32)CC1
  1.3	4.0	-1	8	-26	-5	-1.5	0	-1.0	4
- Cc1nc(C(=O)Nc2ccc(Cl)cc2Cl)nn1-c1cc(OC(C)C)c(Cl)cc1Cl
  1.9	-0.2	.	0	.	-9	-2.5	-4	-0.8	0
- Cc1nc2scc(C)n2c(=O)c1S(=O)(=O)Nc1ccc(OC(F)(F)F)cc1
  3.2	-0.9	-2	3	13	-9	-2.0	-3	0.7	0
- CCCCC1(c2ccc(F)cc2)NC(=O)N(CC(=O)Nc2ccc(N3CCOCC3)cc2)C1=O (configuration not stated)
  -0.7	2.9	0	14	.	-15	-2.0	-2	-1.9	2
- CC1(C)CC(=O)C/C(=N/NC(=O)COc2ccc(Cl)cc2Cl)C1
  3.9	-0.1	2	-9	4	6	-2.7	-11	-2.8	-5
- O=S(=O)(Nc1ccc(Cl)cn1)c1ccc(F)cc1
  -1.0	1.3	-2	-6	-1	-5	-0.7	10	-1.8	2
- CCOC(=O)COc1ccsc1C(=O)OC
  1.0	2.4	.	2	2	-9	1.4	1	1.2	6

Continuation:
Each structure is followed by: AddAB inh	phage Ecoli inh	Wnt bcat act	Rtt109 HAT inh	PfHsp90 set2	PvdQ acylase	CAL PDZ inh	Tat transport	Ecoli viability	DAGLB inh
- Clc1ccc(-c2ncc3ccccn23)c(Cl)c1
  1.5	1.7	0	3	.	-13	-1.8	-5	1.6	-2
- CC(=O)Nc1ccc(OCc2cccc([N+](=O)[O-])c2)cc1
  -1.1	0.6	59*	58*	-18	3	-0.8	-5	-0.8	0
- O=C(NCCc1csc(-c2cccnc2)n1)c1cccc(Cl)c1
  2.2	5.3	4	2	7	1	-2.1	15	1.1	0
- CC(C)C(=O)Nc1ccnc(-c2cccnc2)n1
  1.4	2.7	-2	9	13	-13	-0.8	-1	-2.4	-1
- CCCn1c(CN2CCN(C(C)=O)CC2)nc2cc(S(=O)(=O)N(C)C)ccc21
  5.2	1.5	-2	9	-14	1	-0.4	-1	-0.8	-5
- Cc1cc(C(=O)NNC(=O)NC(C)C)no1
  2.5	2.5	1	3	-12	-3	2.3	13	2.5	1
- NS(=O)(=O)c1ccc(NC(=O)CSc2nc3c(c(=O)[nH]2)CCCC3)cc1
  -1.8	2.2	0	0	-11	-7	-1.4	0	-1.9	1
- CN(Cc1ccccc1)S(=O)(=O)c1cn(C)cn1
  4.1	1.2	1	-8	-20	10	0.2	-2	1.0	-1
- COC(C(=O)NC(C(C)C)C(C)C)c1ccccc1 (configuration not stated)
  2.8	1.5	-3	1	-4	12	-0.4	-12	1.2	0

Screening results: PubChem BioAssay, several laboratories

No enrichment for hits; overall some 1.9% were active at least once.
